core dimer inh: inhibitors of HCV core protein dimerization, primary screen, biochemical, TR-FRET, high-throughput | inhibition, % at 5 µM | 300,000 compounds, 0.33% hits | TR-FRET GST/Flag-core106 dimerization, 1536-well | AID 1899, 2009;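 active = inhibition above the mean of all tested compounds plus 3 SD, set per screening campaign, cut at about 45% in these data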
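Assay system: Tagged HCV core106 pair (GST and Flag) | Buffer or medium: KF-containing HEPES buffer, pH 7.45, DTT, CHAPS, BSA | Also added: Eu donor and XL665 acceptor anti-tag antibodies | Dosing: One concentration, 5 µM, in 0.5% DMSO | Timing: 4 h at 22.5 °C | Technique: TR-FRET 671 and 617 nm emission | Repeats: Singlicate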
CTSL1 counter: Fasciola hepatica cathepsin L1 inhibitors, primary screen, counter-screen for PFM18AAP inhibitor project, biochemical, QFRET, fluorogenic peptide substrate. AID 1906, 2009. recombinant F. hepatica cathepsin L1, Z-Leu-Arg-MCA fluorescence. 300,000 compounds, 0.49% hits. inhibition, % at 5.96 µM;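 active = inhibition above the mean of all tested compounds plus 3 SD, set per screening campaign, cut at about 17% in these data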;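 also: 0% = plate median of test compound wells and 100% = 1 µM Z-Phe-Ala-diazomethylketone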
PP5 inh: PP5 phosphatase inhibitors, primary screen, biochemical, fluorescence; purified PP5c, OMFP substrate fluorescence; inhibition, % at 6.7 µM; AID 1987, 2009; 320,000 compounds, 0.18% hits;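 active = inhibition above the campaign's mean inhibition across all tested compounds plus 3 SD, cut at about 9.5% in these data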;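 also: 0% = DMSO only and 100% = 100 µM cantharidin control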
Target sequence (P53041 whole entry, looked up): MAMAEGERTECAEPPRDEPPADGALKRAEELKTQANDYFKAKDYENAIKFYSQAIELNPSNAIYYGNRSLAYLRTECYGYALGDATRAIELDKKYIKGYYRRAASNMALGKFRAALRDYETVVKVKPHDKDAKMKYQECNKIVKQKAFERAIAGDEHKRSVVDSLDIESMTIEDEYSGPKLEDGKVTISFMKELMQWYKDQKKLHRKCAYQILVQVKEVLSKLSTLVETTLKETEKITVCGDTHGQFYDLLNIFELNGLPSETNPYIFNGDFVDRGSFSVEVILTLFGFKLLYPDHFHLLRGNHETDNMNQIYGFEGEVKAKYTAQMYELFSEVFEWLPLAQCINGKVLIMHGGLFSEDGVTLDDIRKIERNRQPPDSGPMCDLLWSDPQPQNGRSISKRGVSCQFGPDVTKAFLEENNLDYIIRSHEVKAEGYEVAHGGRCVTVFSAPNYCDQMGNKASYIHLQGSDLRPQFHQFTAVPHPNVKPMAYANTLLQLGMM
proCasp7 act: procaspase-7 activators, primary screen, counter-screen for procaspase-3 activator project, biochemical, absorbance, HTS, human; Caspase-7 (Homo sapiens), P55210; recombinant procaspase-7, Ac-DEVD-pNA absorbance 405 nm; D23A/D198A/D206A triple mutant, cannot self-cleave; scale: DMSO 0, 5 µM enzyme 100; activation, % at 8.5 µM; 330,000 compounds, 0.093% hits; AID 463210, 2010;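 active = percent activation above the screen-wide mean plus 3 SD, cut at about 25% in these data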
Target sequence (P55210 whole entry D23A/D198A/D206A): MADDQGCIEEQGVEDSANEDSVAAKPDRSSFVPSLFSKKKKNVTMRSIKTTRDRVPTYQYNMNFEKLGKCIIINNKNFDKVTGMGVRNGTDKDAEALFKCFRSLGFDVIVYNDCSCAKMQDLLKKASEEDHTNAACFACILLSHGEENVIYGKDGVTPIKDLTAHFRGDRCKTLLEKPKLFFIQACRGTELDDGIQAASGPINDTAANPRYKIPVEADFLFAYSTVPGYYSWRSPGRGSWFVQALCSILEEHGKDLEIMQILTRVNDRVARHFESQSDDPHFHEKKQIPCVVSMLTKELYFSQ
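Assay system: Uncleavable procaspase-7 mutant enzyme | Input: 2 µM procaspase-7 mutant as dispensed | Timing: 1 h compound preincubation, 2 h substrate cleavage, 25 °C | Repeats: One well per compound | Control set: DMSO wells as 0%, DMSO with 5 µM added PC-7 as 100% | Technique: Epi-absorbance of released pNA at 405 nm, two timepoints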
TPT1 inh: Candida albicans TPT1 enzyme inhibitors, primary screen, biochemical, fluorescence polarization | tRNA 2'-phosphotransferase TPT1 (Candida albicans SC5314) | recombinant caTPT1, FP RNA substrate dephosphorylation | inhibition, % at 5 µM | 300,000 compounds, 0.81% hits | AID 1962, 2009;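 active = inhibition above the mean of all tested compounds plus 3 SD, set per screening campaign, cut at about 24% in these data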;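 also: plate controls were DMSO alone for no effect and ferristatin control at 100 nM for full effect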
PP1 inh: PP1-alpha phosphatase inhibitors, primary screen, counter-screen for PP5 inhibitor project, biochemical, fluorescence, OMFP substrate, single point; AID 2235, 2010; purified PP1alpha; inhibition, % at 6.7 µM; 320,000 compounds, 0.9% hits; Serine/threonine-protein phosphatase PP1-alpha catalytic subunit (Homo sapiens), P62136;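 active = inhibition above the mean inhibition of all tested compounds plus 3 SD, computed separately for each screening campaign, cut at about 15% in these data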
proCasp3 act: activators of human procaspase-3 D3A mutant, primary screen, biochemical, absorbance, PC-3 D3A mutant, single concentration; recombinant procaspase-3 D3A, Ac-DEVD-pNA absorbance 405 nm; AID 463141, 2010; activation, % at 8.5 µM; 330,000 compounds, 0.11% hits;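 active = activation above the mean of all tested compounds plus 3 SD, cut at about 21% in these data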;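 also: 0% = DMSO alone and 100% = DMSO wells spiked with extra 5 µM PC-3 D3A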
Target sequence (P42574 whole entry D9A/D28A/D175A): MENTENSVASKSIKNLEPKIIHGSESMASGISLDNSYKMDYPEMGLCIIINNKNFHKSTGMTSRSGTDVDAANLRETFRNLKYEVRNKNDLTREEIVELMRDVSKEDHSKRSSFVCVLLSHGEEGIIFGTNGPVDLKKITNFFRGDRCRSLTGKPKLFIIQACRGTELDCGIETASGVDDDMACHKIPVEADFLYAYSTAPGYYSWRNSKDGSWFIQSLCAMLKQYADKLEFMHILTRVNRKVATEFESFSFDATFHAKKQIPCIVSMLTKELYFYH
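Compound: 8.5 µM single point, 0.8% DMSO / Material: Autoprocessing-dead procaspase-3 D3A mutant enzyme / Timing: 1 h preincubation plus 2 h reaction at 25 °C / Medium: Zinc-free HEPES/NaCl buffer with 0.01% Triton X-100 at pH 7.4 / Technique: 405 nm absorbance of p-nitroaniline, reads at 0 and 120 min / Repeats: one well per compound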
PAFAH2 FP inh: PAFAH2 enzyme inhibitors, primary screen, biochemical, fluorescence polarization, human; inhibition, % at 3.39 µM; AID 492956, 2010; 340,000 compounds, 0.99% hits; Platelet-activating factor acetylhydrolase 2, cytoplasmic (Homo sapiens), Q99487; recombinant PAFAH2, FP-rhodamine activity probe;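 active = inhibition above the mean over all tested compounds plus 3 SD, cut at about 30% in these data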;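 also: inhibitors block probe labeling of enzyme so polarization drops; 0% = enzyme with DMSO and 100% = wells lacking PAFAH2 protein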
AHR activator: AHR activators, primary screen, cell-based, luminescence, luciferase reporter, human. AHR-responsive luciferase reporter cells. activation, % at 5 µM. 320,000 compounds, 2.5% hits; in the data active = activation above about 47%;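 also: 0% = vehicle wells and 100% = reference agonist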
Numbers without * were called inactive; . = no result given; & = joins results of further samples.

SMILES	core dimer inh	CTSL1 counter	PP5 inh	proCasp7 act	TPT1 inh	PP1 inh	proCasp3 act	PAFAH2 FP inh	AHR activator
CC1(OC(=O)CCc2ccccc2)C(=O)C=C2C=C(c3ccsc3)OC=C2C1=O (stereo unspecified)	-6	-4	1.5	-10	14	2	-7	.	12
Cc1ccc(S(=O)(=O)NC(C)C(=O)N2CCOCCOCCOCCOCC2)cc1 (stereo unspecified)	-6	0	-0.9	3	-4	-3	9	-7	-1
COc1ccc(N2CCN(C(=O)CC34CC5CC(CC(C5)C3)C4)CC2)c([N+](=O)[O-])c1	17	0	6.9	-3	4	3	22*	0	21
Cc1cccn2cc(-c3ccc(F)cc3)cc12	1	2	-1.2	-5	-6	0	-10	13	28
CC(C)CN1C(=O)c2ccc(C(=O)NCc3ccccn3)cc2C1=O	0	0	5.0	-7	-2	-5	-1	-4	4
CC(C)(C)[C@H]1COC(=O)CCC/C=C/C[C@H](CC(=O)NCCO)C(=O)N1	.	.	.	6	.	.	-1	0	0
O=C(NC1CCNCC1)C1CCCCC1	2	-2	1.7	0	1	-4	0	-5	1
O=C(c1cccc(Cl)c1)N1CCn2c1nc1ccccc12	-3	2	0.4	5	-2	2	10	0	-3
O=C1CCc2cc(S(=O)(=O)NC(C(=O)NCc3cccnc3)c3ccccc3)ccc2N1 (stereo unspecified)	-1	2	3.9	1	-3	-3	-8	7	0
CCc1nnc(NC(=O)CSc2nnc(-c3ccoc3C)n2CC(C)C)s1	3	2	-3.3	1	-7	-2	1	-1	1
O=C(NC(=S)N1CCCCCC1)C1CC1	1	0	0.8	-7	-3	-2	-1	9	2
COc1cc(C(=O)CSc2nnc(-c3ccc(O)cc3)n2CC2CCCO2)ccc1NC(C)=O (stereo unspecified)	-2	-4	1.7	6	-1	-2	-7	6	-1
COC(=O)c1ccc(CSc2ncnc3c2sc2nc(N4CCOCC4)c4c(c23)CCCC4)o1	66*	-1	-0.7	1	0	2	-7	0	1
COC(=O)c1cc(C(=O)OCC(=O)Nc2ccc(N3CCOCC3)cc2)cc([N+](=O)[O-])c1	.	.	.	8	.	.	2	10	0
COc1ccc(CCC(=O)OCC(=O)Nc2ccc(OC)c(OC)c2)cc1OC	10	-4	0.2	4	1	0	-4	6	-1
O=C(O)CCCC(=O)N1N=C(c2c(-c3ccccc3)c3cc(Cl)ccc3[nH]c2=O)CC1c1cccs1 (stereo unspecified)	-1	5	1.6	-6	-3	-2	-1	10	-2
Cc1ccc(C(=O)N2CCSC2=S)cc1	-2	15	-5.2	-2	0	-5	2	6	4
Cn1c(=O)c2c(nc(N3CCCCC3)n2CCCNC2=NCCCC2)n(C)c1=O	-7	13	-2.8	3	-7	3	16	-3	0
CC(C)(C)NC(=O)CSc1nnc(SCC(=O)NC(C)(C)C)s1	3	0	-0.1	3	-1	3	0	-1	-3
Cc1nnc(N/N=C\c2ccc(-c3cccc(C(=O)O)c3)o2)n1N	-17	1	-0.3	-2	-1	-3	-24	1	6

Full records as entered above. Values in the order: core dimer inh, CTSL1 counter, PP5 inh, proCasp7 act, TPT1 inh, PP1 inh, proCasp3 act, PAFAH2 FP inh, AHR activator
Cc1ccc(C(=O)N2CCSC2=S)cc1 in the list: -2, 15, -5.2, -2, 0, -5, 2, 6, 4
O=C(c1cccc(Cl)c1)N1CCn2c1nc1ccccc12 in the list: -3, 2, 0.4, 5, -2, 2, 10, 0, -3

Later entries
SMILES	core dimer inh	CTSL1 counter	PP5 inh	proCasp7 act	TPT1 inh	PP1 inh	proCasp3 act	PAFAH2 FP inh	AHR activator
CCOc1cc(NC(=S)NCc2ccco2)c(OCC)cc1NC(=O)C1CC1	5	-1	-1.3	-9	1	-5	-1	-5	12
Cc1cccc(NC(=O)CSCC(=O)Nc2nnc(C3CC3)s2)c1	-4	-3	1.5	3	-3	-4	14	-5	8
Cc1c(NC(=O)C(C)OC(=O)c2ncc(Cl)c(Cl)c2Cl)c(=O)n(-c2ccccc2)n1C (stereo unspecified)	3	-8	-2.2	3	0	-5	-2	3	-2
CCCCn1c(C)nc2c(=O)n(C)c(=O)[nH]c21	-4	1	-1.6	1	-1	-1	12	-1	-3
O=C(COC(=O)c1ccccc1Br)NCCC1=CCCCC1	1	-1	1.1	7	-3	-2	10	5	2
CC(C)C(=O)Nc1c(-c2cccc(Cl)c2)c(=O)c2ccccc2n1C	0	-2	-1.4	10	0	-1	4	6	1
NS(=O)(=O)c1cccc(NC(=S)NC(=O)C23CC4CC(CC(C4)C2)C3)c1	3	-3	1.6	-19	-2	2	-2	5	-1
O=C(N/N=C/c1cccc2ccccc12)C(=O)N1CCCC1	9	3	2.3	0	-1	2	4	1	15
CC(=O)O[C@]1(C(C)=O)CC[C@H]2[C@@H]3C[C@H](C)C4=CC(=O)CC[C@]4(C)[C@H]3CC[C@@]21C	4&17	0&2	1.7&1.3	5&2	-4&1	5&-4	0&3	-1&-8	1&2
O=C(Cn1ncc(N2CCOCC2)c(Br)c1=O)c1ccc(Cl)cc1	-1	6	-0.9	3	0	-4	-1	6	-1
O=C1CCCc2c1cc(C(=O)NCc1ccco1)c(=O)n2-c1ccc(Cl)cc1	4	-1	0.6	-13	1	-8	0	11	4
Cc1cccc(Cn2cnc3c(nnn3Cc3ccccc3F)c2=O)c1	4	2	2.7	4	4	2	0	-5	2
COc1cccc(N2CCN(C(=O)c3ccc4nc[nH]c4c3)CC2)c1	-5	3	1.7	-2	-2	2	2	6	6
O=C(NC1CCN(S(=O)(=O)c2ccccc2F)CC1)c1cccnc1	5	-2	-0.9	4	1	-1	0	0	0
COc1cccc(CNC(=O)[C@H](CC(C)C)NC(=O)N2CCn3c2nc2ccccc23)c1	5	0	3.0	1	0	-1	6	3	10
COc1cccc(C2CC(c3ccccc3Cl)n3nnnc3N2)c1 (stereo unspecified)	4	1	0.4	8	-4	0	0	-1	1
Cc1ccsc1C(=O)OCC(=O)N1CCN(C(=O)c2ccco2)CC1	-9	3	2.0	14	-2	-2	0	2	0
O=C(OC1CCOC1=O)c1cc(Cl)ccc1[N+](=O)[O-] (stereo unspecified)	-1	0	1.5	-3	-2	-2	6	-2	2
Nn1c(SCC(=O)Nc2ccc(F)c(F)c2)nnc1C1CCCCC1	-1	-5	2.8	1	-2	1	1	0	3
CCN(CC(=O)Nc1ccc2c(c1)OCCO2)C(=O)/C=C/c1ccc(OC)c(OC)c1	-2	1	-4.7	3	-5	-9	2	1	4

As entered above.
AHR activator, `CCCCn1c(C)nc2c(=O)n(C)c(=O)[nH]c21` → -3
CTSL1 counter, `COc1cccc(C2CC(c3ccccc3Cl)n3nnnc3N2)c1` (stereo unspecified) → 1
proCasp3 act, `O=C(N/N=C/c1cccc2ccccc12)C(=O)N1CCCC1` → 4
AHR activator, `CC(C)(C)NC(=O)CSc1nnc(SCC(=O)NC(C)(C)C)s1` → -3
AHR activator, `O=C(NC1CCNCC1)C1CCCCC1` → 1

More compounds.
SMILES	core dimer inh	CTSL1 counter	PP5 inh	proCasp7 act	TPT1 inh	PP1 inh	proCasp3 act	PAFAH2 FP inh	AHR activator
Cc1c(Cl)cccc1-n1ccnc1SCC(=O)O	4	-4	0.4	1	-4	0	-1	2	-1
Cc1cc(C(=O)OCC(=O)Nc2ccccc2F)c(C)o1	-6	-7	0.5	0	-4	1	-1	39*	2
Cn1c(C(=O)N[C@@H](C(=O)O)c2ccccc2)cc2cc(Cl)ccc21	4	2	-0.5	-2	12	-1	-8	-1	22
O=C(CN(Cc1ccc(F)cc1)C(=O)CCC(=O)Nc1ccccn1)NCCc1ccccc1	-5	1	1.7	8	-1	0	12	-8	0
C[C@H](CO)N1C[C@H](C)[C@@H](CN(C)Cc2ccc(Oc3ccccc3)cc2)Oc2c(NC(=O)c3ccncc3)cccc2C1=O	.	.	.	1	.	.	-4	-1	2
O=C(CC(c1ccccc1)c1ccccc1)NCCOCc1ccccc1	-3	-3	6.8	-5	2	0	-1	-1	2
O=C1c2ccccc2C(=O)N1CC#CCN1CCN(C2CCCCC2)CC1	0	2	-2.0	7	-1	1	6	-3	-1
COc1ccc(S(=O)(=O)N2CCN(C3CCCC(C)C3)CC2)cc1 (stereo unspecified)	8	6	1.1	6	2	3	-3	8	0
COc1cccc(NC(=O)Cc2c(C(=O)O)[nH]c3ccccc23)c1	0	-3	-0.7	9	0	1	1	4	0
CCOC(=O)C1CCN(c2cc3c(cc2NC(=O)c2ccccc2)n(C)c(=O)n3C)CC1	-10	12	2.4	-9	0	-4	0	6	8
CN(C)C(=O)Cn1c(SCC(=O)N2CCCc3ccccc32)nc2ccccc21	-19	9	-7.6	0	0	2	3	-8	6
O=C(NCCCN1CCOCC1)C(=O)NCCc1ccccc1	1	2	-4.9	14	-1	-2	4	1	1
COc1cccc(CNc2ccccc2O)c1OCc1ccccc1F	14	-2	-0.8	-37	4	-1	-18	7	10
Cc1ccc(-n2nnnc2SCC(=O)Nc2ccc3c(c2)COC3=O)cc1C	49*	-2	3.7	8	-5	14	3	-11	4
CC(Sc1nnc(-c2cccnc2)n1N)C(=O)N1CCOCC1 (stereo unspecified)	0	2	-1.7	13	2	-6	7	0	-1
Cc1ccc(Cl)cc1NC(=O)COC(=O)Cn1cnc2c1c(=O)n(C)c(=O)n2C	-5	-9	-1.2	1	2	-10	3	-2	5
CCc1cc2cccc(C)c2nc1SCC(=O)Nc1cc(C)on1	7	-3	0.0	2	0	0	-6	8	1
CCOC(=O)CC(=O)CSc1nc(-c2cccnc2)cc(C)c1C#N	5	-1	3.7	-9	1	-5	-16	-9	16
O=C(Cn1c(-c2cscn2)nc2ccccc21)Nc1cc(F)ccc1F	1	1	0.8	-13	-1	-3	2	0	5
CCOc1ccc(S(=O)(=O)c2cn(C)c3cc(OC)c(OC)cc3c2=O)cc1	1	-1	2.7	9	-3	-1	-6	-3	1
Cc1cccc(N2CCN(C(=O)CCn3c(=S)[nH]c4cc5c(cc4c3=O)OCO5)CC2C)c1 (stereo unspecified)	4	3	2.2	-1	3	2	-3	-7	2
CCC(C)NC(=O)c1[nH]c(C)c(C(=O)OC)c1C (stereo unspecified)	-2	2	4.8	10	-4	-7	-2	2	8
Cc1ccc(-n2ncc3c(NCCCN4CCCC4=O)ncnc32)c(C)c1	5	2	-2.8	-3	-2	-7	2	5	-2
